# Assay outcomes deposited in PubChem BioAssay by several laboratories.
# OPRM1-OPRD1 inv: inverse agonists of human mu-delta opioid receptor heterodimerization; inhibition, % at 9.3 µM; cell-based MOR-DOR heterodimer luminescence, inverse agonism; AID 504357; 0.21% of 340,000 active; in the data active = inhibition above about 22%, passing the limit was not always enough;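 note: 0% = cells with DMSO and 100% = wells without cells with DMSO; values of inactives mirror those of a sister screen read the other way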
# Target sequence (P35372 whole entry, looked up): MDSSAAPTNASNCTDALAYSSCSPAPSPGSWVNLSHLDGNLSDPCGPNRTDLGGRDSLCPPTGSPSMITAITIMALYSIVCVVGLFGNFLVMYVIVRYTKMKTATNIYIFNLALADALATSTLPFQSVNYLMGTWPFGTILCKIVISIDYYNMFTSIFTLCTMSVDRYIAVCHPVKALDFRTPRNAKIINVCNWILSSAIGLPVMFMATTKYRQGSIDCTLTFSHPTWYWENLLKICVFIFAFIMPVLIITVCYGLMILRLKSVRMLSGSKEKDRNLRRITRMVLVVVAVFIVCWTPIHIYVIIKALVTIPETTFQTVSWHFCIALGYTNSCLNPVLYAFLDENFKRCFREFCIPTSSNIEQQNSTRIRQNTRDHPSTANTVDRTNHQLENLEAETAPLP
# Target sequence (P41143 whole entry, looked up): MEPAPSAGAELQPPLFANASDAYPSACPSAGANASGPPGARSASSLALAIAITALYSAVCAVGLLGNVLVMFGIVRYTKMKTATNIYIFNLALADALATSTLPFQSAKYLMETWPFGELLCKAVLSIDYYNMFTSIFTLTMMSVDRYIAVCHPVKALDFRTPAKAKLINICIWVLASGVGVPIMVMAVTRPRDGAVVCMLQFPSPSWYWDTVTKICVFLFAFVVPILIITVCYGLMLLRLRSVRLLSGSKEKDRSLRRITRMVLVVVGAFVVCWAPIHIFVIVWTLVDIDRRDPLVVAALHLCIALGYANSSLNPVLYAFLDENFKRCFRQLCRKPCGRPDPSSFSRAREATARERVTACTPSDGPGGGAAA
# OPRM1-OPRD1 ag: OPRM1-OPRD1 heterodimerization agonism | P35372+P41143 | cells, luminescence | activation, % at 9.3 µM | 0.3% of 340,000 active; in the data active = activation above about 18%;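 note: 0% = vehicle-treated cells and 100% = reference agonist; values of inactives mirror those of a sister screen read the other way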
# E coli growth: bacterial growth inhibition, counter-screen for AddAB inhibitors; E. coli V3065 growth, OD600 absorbance, 18 h; inhibition, % at 11.9 µM; 0.27% of 330,000 active;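 active = inhibition above the campaign's mean inhibition across all tested compounds plus 3 SD, cut at about 9.9% in these data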;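 note: uninfected addAB+ strain grown without phage in ampicillin broth; 0% = DMSO wells and 100% = ciprofloxacin 0.95 µg/ml wells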
# PKA-R1A act: activates the PKA-R1A holoenzyme complex; P00514+P68181; PKA-R1A dissociation, Cy5-IP20 fluorescence polarization; scaled: DMSO 0%, 113 µM cGMP 100%; activation, % at 11.4 µM; 0.083% of 340,000 active;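 active = percent activation above the mean of all tested compounds plus 3 SD, cut at about 19% in these data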;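 note: higher means more PKAc released from R1A so a rise in polarization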
# Arrestin-AP2 inh: inhibitors of human beta-arrestin and AP2 interaction; FITC-arrestin peptide / GST-AP2 beads, flow cytometry; AP2 beta2 appendage carries R879A mutation; inhibition, % at 10 µM; 0.31% of 340,000 active; AID 504490;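 active = inhibition above a set limit, near 3 SD of compounds lacking own fluorescence, cut at about 54% in these data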;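 note: plate controls were DMSO wells for no effect and 5 µM unlabelled arrestin peptide for full effect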
#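 test system = AP2 appendage R879A on GSH beads | buffer or medium = PBS plus Tween 20 (0.05%) and BSA (0.1%) | incubation = 12 min plus 1 h, RT | detection = bead flow cytometry, FITC channel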
# AddAB inh: less growth of phage-infected E. coli with AddAB. E. coli expressing H. pylori AddAB, absorbance growth. inhibition, % at 11.9 µM. 0.29% of 330,000 active. AID 435030; in the data active = inhibition above about 12%;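 note: 0% = vehicle wells of infected cells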
# Tat export inh: inhibitors of E. coli Tat protein transport; E. coli MC4100 TorA-mCherry Tat export, fluorescence; inhibition, % at 10 µM; 0.036% of 340,000 active;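 active = mean replicate inhibition at least 50% and at least half of replicates individually reaching 50%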;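 note: exported cargo escapes ClpAP degradation while cytoplasmic cargo is degraded and loses fluorescence; 0% = median of neutral control wells and 100% = median of NaSCN control wells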
# PfHsp90 yeast 2: growth inhibition of yeast expressing Plasmodium Hsp90. inhibition, % at 9.4 µM. AID 504621. S. cerevisiae expressing PfHsp90, BacTiter-Glo ATP, 48 h; yeast lacking PDR1 and PDR3 efflux regulators. 0.32% of 310,000 active;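 active = every replicate shows inhibition above about 80%, whatever the replicate mean, limit read from the data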;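 note: 0% = DMSO neutral controls and 100% = 20 µM radicicol positive controls; yeast relying on Plasmodium falciparum Hsp90 in place of its own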
# Mot1-301 SUMO: blocks SUMOylation pathway, rescuing yeast Mot1-301 growth; S. cerevisiae Mot1-301 growth rescue, ATP luminescence, 38.5C; percent above DMSO median, 100 means doubled; growth rescue, % at 18.8 µM; 1% of 320,000 active; AID 2716;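 active = every valid replicate shows activation above 250% relative to neutral control wells; inactive = the rest, any valid replicate at or below 250%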;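 note: OY570 slx delta 5 strain wells were the positive control but not used for scaling; some compounds called inactive have numbers as strong as hits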
# Pemphigus Ab inh: blocks pemphigus antibody binding to human desmoglein-3. binding (percent of control), % at 10 µM. 0.48% of 310,000 active. AID 588358. P32926. DSG3-coupled beads, scFv-anti-DSG3-GFP binding, flow cytometry; stronger effect = lower value;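 active = binding more than 3 SD below its plate's average and above zero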;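 note: hits lower antibody fragment binding to DSG3; some compounds called inactive have numbers as strong as hits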
# phage Ecoli inh: E. coli growth loss with phage present. growth absorbance. inhibition, % at 11.9 µM. 0.26% of 360,000 active; in the data active = inhibition above about 11%
# Active calls of the source: *; nt = not tested or not shown. Rows were taken by chance. Share with any hit: about 2.8%.
SMILES,OPRM1-OPRD1 inv,OPRM1-OPRD1 ag,E coli growth,PKA-R1A act,Arrestin-AP2 inh,AddAB inh,Tat export inh,PfHsp90 yeast 2,Mot1-301 SUMO,Pemphigus Ab inh,phage Ecoli inh
O=C(NCc1cccs1)C1CCCN(S(=O)(=O)c2cnc[nH]2)C1 (stereo not drawn),14,-2.7,-2.1,-10,4,1.4,0,22,nt,108,3.8
CCOC(=O)C1C(=O)Nc2nc(C)nn2C1c1ccccc1 (stereo not drawn),5,-0.9,3.8,3,0,7.3,1,nt,6,104,0.4
S=C1NC[C@H](Cc2cccc3ccccc23)N1CC1CCCCC1,9,-1.9,-0.2,-8,31,5.2,-13,-7,-6,103,0.6
COc1ccc(/C=N/NC(=O)C2C3CCCCC32C)cc1OC (stereo not drawn),-2,0.4,-0.2,1,-1,0.1,9,-23,20,97,5.4
N#C/C(=C\c1ccco1)C(=O)Nc1ccc(S(N)(=O)=O)cc1,5,-0.9,3.6,1,41,5.2,-7,-1,-8,90,0.5
Cc1ccc(NC(=O)N2CCN(C)CC2)cc1NC(=O)N1CCN(C)CC1,10,-2.0,2.7,4,1,-0.2,-19,5,162,100,1.3
Nc1ccc(N=Nc2ccccc2)c2ccccc12,13,-2.7,-0.3,7,34,0.5,1,-2,89,102,0.9
CC(OC(=O)c1cccc(-n2cnnn2)c1)C(=O)c1ccccc1 (stereo not drawn),14,-2.1,0.3,-2,8,-0.2,-7,-18,0,96,-2.1
Cc1ccc(S(=O)(=O)N/N=C2/CC(c3ccccc3)Oc3ccccc32)cc1[N+](=O)[O-] (stereo not drawn),-8,1.6,0.8,-10,5,0.8,4,-32,-21,124,2.6
C(=N/N1CCN(c2ccccc2)CC1)/c1ccncc1,4,-0.8,-3.0,-15,9,1.1,4,-4,-2,nt,1.2
O=C1C(C2=NC(C(=O)O)C3C(=O)N(c4ccc(Cl)cc4)C(=O)C23)=C(O)c2ccccc21 (stereo not drawn),17,-2.8,0.6,-7,-1,0.2,-10,-3,17,nt,1.6
COCCn1nnnc1CN(Cc1cc2cc(OC)c(OC)cc2[nH]c1=O)C1CCCC1,13,-2.3,-0.1,-2,-20,1.4,-2,7,7,102,2.3
CCN(CC(=O)Nc1ccc2c(c1)OCCO2)C(=O)CCc1ccccc1Cl,4,-1.1,-0.2,-13,-1,0.7,-7,-4,-6,110,1.0
CSCCC(NC(=O)COc1ccccc1)C(=O)N(C)CC(=O)Nc1ccc(C)cc1 (stereo not drawn),20,-5.3,-1.4,7,6,1.9,-8,-14,-7,103,3.4
Cc1cccc(CC(=O)Nc2cc(=O)n(C)c(=O)n2C)c1,8,-1.6,1.0,-7,-5,-1.4,2,10,2,99,4.0
Cc1cccc(C(C)C)c1NC(=O)COC(=O)C1CC(=O)N(Cc2ccccc2)C1 (stereo not drawn),7,-1.4,0.5,4,6,0.8,-5,-44,-11,96,4.3
Cc1ccc(OCC(=O)N/N=C\c2ccc(O)c([N+](=O)[O-])c2)c([N+](=O)[O-])c1,31,-6.6,-0.4,-6,4,1.7,2,12,-1,116,2.1
CC(C)(C)NC(=O)C12CCC(C)(c3nc4ccccc4nc31)C2(C)C (stereo not drawn),-41,7.1,-1.1,6,-6,0.2,4,nt,55,98,0.6
O=C(Nc1ccccc1N1CCCC1)c1ccc([N+](=O)[O-])o1,3,-0.8,7.5,-10,3,14*,-9,-3,-56,108,1.7
Cc1ccc(Oc2ccccc2NC(=O)CSCC(=O)Nc2cc(C)on2)cc1,4,-0.8,-1.6,-6,-9,1.6,8,nt,0,92,7.5
NC(=O)CSc1nc2cc(S(=O)(=O)N3CCOCC3)ccc2o1,10,-1.9,0.4,-10,-2,-1.3,6,-10,2,121,2.6
COc1cc(-c2[nH]ncc2CN2CCCC2c2nonc2C)cc(OC)c1OC (stereo not drawn),2,-0.5,-1.8,-5,8,5.5,-9,4,-3,103,2.1
COc1ccc(C2CC(C(F)(F)F)n3nc(C(=O)NCCN4CCOCC4)cc3N2)cc1 (stereo not drawn),11,-2.1,-0.6,9,35,1.0,13,-2,-9,104,1.5
COc1ccc(C(C#N)N2N=C(C)CC2(C)C)cc1 (stereo not drawn),14,-2.4,-2.4,-3,-7,-3.8,1,-6,-3,98,1.4
N/C(CN1CCCCC1)=N\S(=O)(=O)c1cc(Cl)cc(Cl)c1,-1,0.3,0.5,-8,-4,4.0,5,0,-9,119,2.5
CC(C)(C)c1ccc(C(=O)Nc2cccc3c(=O)[nH][nH]c(=O)c23)cc1,9,-1.8,0.8,-13,11,2.8,-1,12,15,92,3.4
CCNc1oc(COc2cccc(C)c2)nc1C#N,-14,2.4,-2.1,8,3,2.7,-6,-11,-3,107,0.2
CCCOc1ccc(/C=N/NC(=O)C(C)Sc2ccccn2)cc1OCC (stereo not drawn),1,-0.1,-1.4,1,8,-0.8,-4,-13,44,84,1.9
COc1ccccc1N1CCN(C(C)C(=O)N2CC(C)OC(C)C2)CC1 (stereo not drawn),6,-1.2,-1.6,3,11,1.4,-11,nt,-19,104,-5.0
c1coc(CNc2nc(-c3ccncc3)cs2)c1,4,-0.8,-2.0,-4,19,-0.2,-1,nt,6,102,0.5
CCc1noc(C)c1C(=O)N1CCOCC1,7,-1.4,-2.6,2,3,-0.1,-6,-30,-30,99,1.5
CCCN(CCC)CCCNC(=O)C1c2cc(OC)c(OC)cc2C(=O)N(C)C1c1cccs1 (stereo not drawn),-3,0.5,-0.1,-3,7,2.9,1,-8,-2,nt,0.0
O=C(N[C@@H](Cc1ccccc1)C(=O)O)c1ccncc1,16,-2.8,-1.2,-1,1,0.0,6,-19,71,104,1.1
O=C(Nc1ccc(Cl)cc1)c1cccc(N2C(=O)C3C4CCC(C4)C3C2=O)c1 (stereo not drawn),-7,1.3,-1.2,-15,-2,2.0,5,-5,-10,99,4.2
COc1cc(NC(=O)c2ccc(Cl)cc2)c2ncccc2c1,-5,1.1,nt,-6,3,nt,1,4,-2,66,1.4
O=Cc1ccc(OCc2nnc(-c3ccccc3Br)o2)cc1,2,-0.3,-2.8,-12,23,1.9,5,16,102,106,0.8
CC1CN(S(=O)(=O)c2ccc(F)cc2)CN1C(=O)N1CCOCC1 (stereo not drawn),-8,1.0,0.8,-1,23,1.8,-7,4,169,102,0.4
CCn1c(SCC(=O)Nc2nccs2)nnc1C1CC1,8,-1.5,-1.2,-3,23,0.3,-13,10,-8,101,0.3
Cc1ccc(O)c(C(=O)CC(=O)c2ccc(C(C)(C)C)cc2)c1,-9,1.7,2.2,-7,-6,0.2,3,19,17,117,3.3
O=C(C1=C[C@H](c2csc3ccccc23)C[C@H](OCCCCO)O1)N1CCN(Cc2ccccc2)CC1,-9,1.6,-4.1,-5,14,2.4,7,nt,-11,106,1.3
c1ccc(CSc2nc3ncncc3[nH]2)cc1,10,-1.9,-0.4,-3,7,2.4,-3,-2,438,99,2.8
CCNC(=O)COC(=O)C1C(C(=O)OCC)=C(C)NC(C)=C1C(=O)OCC,15,-2.4,0.0,-4,22,-0.2,4,-17,6,nt,0.3
CC(/C=C1\SC(=S)N(NC(=O)c2ccc(C)cc2)C1=O)=C\c1ccccc1,1,-0.2,-0.3,5,-2,1.1,-10,nt,15,nt,nt
Cc1cc(OC(=O)c2ccccc2Cl)cc(=O)n1C,-7,1.8,1.7,0,-11,4.0,4,10,-29,nt,2.7
COc1ccc(NC(=O)c2c(Cl)nc3ccccn23)cc1,-4,0.5,-1.4,-6,8,1.5,-1,2,6,107,3.0

# Results in Pemphigus Ab inh, AddAB inh and OPRM1-OPRD1 inv, for 3 of the compounds above:
canonical_smiles | Pemphigus Ab inh | AddAB inh | OPRM1-OPRD1 inv
Cc1ccc(O)c(C(=O)CC(=O)c2ccc(C(C)(C)C)cc2)c1 | 117 | 0.2 | -9
O=C(C1=C[C@H](c2csc3ccccc23)C[C@H](OCCCCO)O1)N1CCN(Cc2ccccc2)CC1 | 106 | 2.4 | -9
c1ccc(CSc2nc3ncncc3[nH]2)cc1 | 99 | 2.4 | 10

# Continuation.
SMILES,OPRM1-OPRD1 inv,OPRM1-OPRD1 ag,E coli growth,PKA-R1A act,Arrestin-AP2 inh,AddAB inh,Tat export inh,PfHsp90 yeast 2,Mot1-301 SUMO,Pemphigus Ab inh,phage Ecoli inh
CCCC(=O)N1CCc2[nH]c3ccccc3c2C1,0,0.0,-0.7,-2,17,-1.4,-12,12,11,nt,2.8
Cc1ccc(Sc2cc(NCCCO)c([N+](=O)[O-])c3nonc23)cc1,6,-1.2,3.3,3,-4,-0.8,-1,-14,-6,94,-1.4
O=C1CCC(C(=O)N2CCOCC2)CN1Cc1ccc(Cl)cc1 (stereo not drawn),11,-2.6,0.1,-4,1,3.2,-4,4,-25,104,3.2
CC(OC(=O)c1cccs1)C(=O)NC1CC1 (stereo not drawn),9,-1.5,-0.3,9,2,0.3,-4,-2,-1,nt,0.6
CC(C)(C)c1nnc(NC(=O)COc2ccc3c(c2)OCO3)s1,-17,3.0,4.3,7,-29,0.5,3,12,26,105,5.1
Cc1ccc2c(c1)c(C)cc(=O)n2CCC(=O)O,-4,0.7,-1.5,-3,21,1.1,17,-4,-12,98,0.9
COc1ccc(CCNC(=S)Nc2ccc(S(=O)(=O)Nc3ncccn3)cc2)cc1OC,12,-2.9,-0.5,-10,-10,-0.3,2,-10,-3,109,1.2
CCOCC(=O)Nc1nnc(COc2ccc(Cl)cc2)s1,14,-2.5,1.4,-22,20,2.1,-11,nt,4,100,4.2
O=C(CSc1nnc(-c2ccncc2)n1Cc1ccccc1)NC1CCCCC1,8,-1.6,-2.1,-7,4,1.6,7,-9,-1,93,1.8
CCOc1cc(C(=O)NCCCn2ccnc2)cc(OCC)c1OCC,1,-0.3,-0.9,1,0,2.1,2,-8,0,nt,2.5
O=C(NCc1ccccc1)C1(C(F)(F)F)CC(CCCO)CCCO1 (stereo not drawn),14,-2.4,-1.9,9,3,1.6,3,1,1,105,0.5
COc1ccc(-c2cc(CNS(=O)(=O)c3ccccc3)on2)cc1,-12,2.1,-1.5,6,6,0.9,2,0,14,104,3.9
CCCCn1c(=O)[nH]c(=O)c2c1nc(-c1ccsc1)n2Cc1ccccc1,2,-0.5,-0.9,-4,25,3.1,-6,nt,-5,96,1.9
O=C1NC(=O)c2cc(NC(=O)c3cccc4ccccc34)ccc21,-11,1.9,-1.0,2,27,0.9,-6,-17,2,93,2.5
COc1ccccc1C(=O)NCCC(=O)Nc1ncccc1C,15,-2.8,-0.1,-6,-6,0.4,-4,1,1,102,2.0
COc1ccccc1N1C(=O)C2C(c3ccc(F)cc3)NN(C(=O)c3ccc(C)cc3)C2C1=O (stereo not drawn),10,-2.1,2.0,-13,7,-1.1,1,14,410,104,1.3
